NPY1 pot ag = potentiates or activates human NPY-Y1 receptor | P25929 | NPY-Y1 expressing cells, potentiator/agonist activation | activation, % at 3.6 µM | hit rate 0.37% among 220,000 | AID 1304; in the data active = activation above about 33%, passing the limit was not always enough;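 note: cells stimulated with NPY at EC10 then isoproterenol at EC100; 0% = low agonist plus stimulus and 100% = saturating agonist plus stimulus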
Target sequence (P25929 whole entry, looked up): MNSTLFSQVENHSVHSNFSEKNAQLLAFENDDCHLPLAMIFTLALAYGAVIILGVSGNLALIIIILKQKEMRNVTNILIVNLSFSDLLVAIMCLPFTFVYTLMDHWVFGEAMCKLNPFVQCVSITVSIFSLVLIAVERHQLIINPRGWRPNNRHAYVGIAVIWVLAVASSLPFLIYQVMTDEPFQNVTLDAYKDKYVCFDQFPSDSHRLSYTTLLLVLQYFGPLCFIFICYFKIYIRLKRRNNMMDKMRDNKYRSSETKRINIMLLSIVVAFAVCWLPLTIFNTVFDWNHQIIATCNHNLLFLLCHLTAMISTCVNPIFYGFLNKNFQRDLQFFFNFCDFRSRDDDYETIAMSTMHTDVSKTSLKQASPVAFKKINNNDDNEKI
CHOP inhibitor = inhibitors of CHOP induction in ER stress response. inhibition, % at 10 µM. CHO-K1 CHOP-promoter luciferase, tunicamycin-induced, 15-18 h. hit rate 3.8% among 220,000;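 active = compounds that reduced the stress-induced luciferase reporter signal by more than about 70% of percent inhibition, limit read from the data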;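 note: 0% = tunicamycin plus vehicle and 100% = wells without tunicamycin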
TRPML3 ag = activates the human TRPML3 channel; HEK293 TRPML3-YFP, Fluo-8 calcium fluorescence; 100% = the carbachol control signal; activation, % at 3 µM; hit rate 0.29% among 220,000;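 active = activation above its plate's cutoff, the mean activation of the plate's test wells plus 3 SD, cut at about 12% in these data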;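 note: 0% = DMSO only wells and 100% = carbachol wells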
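Material: HEK293 cells stably carrying human TRPML3-YFP; compound dosing: single dose, 3 µM final nominal compound, 0.3% DMSO final; incubation: 1-h 37 °C dye load, 5-s basal, 120-s post-compound reads; technique: Fluo-8 intracellular calcium fluorescence, excitation 470-495 nm, emission 515-575 nm; read-out basis: percent activation from peak-to-basal fluorescence ratio, scaled between DMSO and carbachol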
14-3-3 Bad PPI = disrupts binding of bovine 14-3-3 zeta to phospho-Bad peptide; P63103; inhibition, % at 21.7 µM; hit rate 0.71% among 220,000; TR-FRET 14-3-3zeta/Dy647-pBad peptide displacement, 1 h;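 active = inhibition above about 70%, limit read from the data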;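 note: 0% = full 14-3-3 plus peptide FRET controls and 100% = background without 14-3-3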
Target sequence (P63103 whole entry, looked up): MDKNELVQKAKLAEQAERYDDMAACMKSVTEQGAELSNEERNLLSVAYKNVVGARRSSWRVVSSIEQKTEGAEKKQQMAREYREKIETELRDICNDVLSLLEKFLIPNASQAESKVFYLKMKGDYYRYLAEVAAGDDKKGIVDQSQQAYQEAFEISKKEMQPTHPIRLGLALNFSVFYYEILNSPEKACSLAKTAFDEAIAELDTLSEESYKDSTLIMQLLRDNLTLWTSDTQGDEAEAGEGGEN
NPY Y1 blocker = blocks the human neuropeptide Y Y1 receptor | HEK293-CNG Y1 cells, membrane potential fluorescence; NPY at EC95, then isoproterenol | hit rate 1% among 200,000 | inhibition, % at 3.6 µM | P25929;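 active = inhibition above the campaign mean inhibition of all tested compounds plus 3 SD, cut at about 20% in these data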;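 note: 0% = DMSO wells given NPY plus isoproterenol and 100% = isoproterenol alone without NPY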
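Benchmarks – high control isoproterenol alone, low control NPY with isoproterenol · Material – HEK293 Y1/CNG channel cell line · Times – dye 3 h, compound 60 min room temperature, stimulation 45 min · Probe or stimulus – NPY (25 nM), isoproterenol (1 µM), Ro 20-1724 (25 µM) · Evaluation – % inhibition of NPY effect · Signal – fluorescence, membrane potential probe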
PPC-1+TRAIL kill = PPC-1 cancer cell killing with TRAIL present | cell killing (% activity), % at 4 µM | PPC-1 cells + TRAIL, ATPLite viability luminescence | hit rate 0.41% among 220,000 | AID 1443;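 active = cell killing above 50% in the first pass at 4 µM, then a duplicate retest at 5 µM averaging 50% or more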;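 note: plate controls were cells with TRAIL plus DMSO for no effect and medium-only wells lacking cells for full effect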
EP2 mod = modulates human prostaglandin E2 receptor EP2 signaling | EP2-expressing cells, cAMP HTRF FRET, PGE2 co-stimulation | hit rate 0.83% among 260,000 | AID 940 | induction, % at 25 µM;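 active = compounds whose cAMP rise, as percent of the full-agonist control response, exceeds 60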;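 note: rat C6 glioma line stably carrying human EP2 under a CMV promoter; the protocol text gives 20 µM as final concentration; 100% = response of wells given 1 µM PGE2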
Target sequence (P43116 whole entry, looked up): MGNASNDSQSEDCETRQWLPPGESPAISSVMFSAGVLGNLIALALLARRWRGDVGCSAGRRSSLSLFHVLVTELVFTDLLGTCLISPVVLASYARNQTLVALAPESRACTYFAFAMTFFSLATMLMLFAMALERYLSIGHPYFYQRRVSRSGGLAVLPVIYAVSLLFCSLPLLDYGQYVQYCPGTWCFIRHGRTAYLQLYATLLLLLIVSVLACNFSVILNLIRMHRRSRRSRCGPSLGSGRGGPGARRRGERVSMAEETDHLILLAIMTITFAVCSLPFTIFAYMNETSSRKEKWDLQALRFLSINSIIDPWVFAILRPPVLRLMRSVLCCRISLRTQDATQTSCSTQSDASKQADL
PGE2 EP2 inh = EP2 receptor (human) inhibition. C6 glioma cells expressing human EP2, cAMP TR-FRET; cells stimulated with saturating PGE2. hit rate 0.52% among 260,000. P43116. AID 1422. inhibition, % at 25 µM;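 active = percent inhibition above 40 after rounding to a whole number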;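 note: rat C6 glioma host cells with rolipram phosphodiesterase inhibitor present; the protocol text gives 20 µM as final concentration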
TRPN1 ag = zebrafish TRPN1 (NompC) channel agonism; HEK293 zebrafish TRPN1-YFP, Fluo-8 calcium fluorescence; 100% = response to 87 µM carbachol; activation, % at 3 µM; hit rate 0.18% among 220,000;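 active = activation above its plate's cutoff, the mean activation of test wells on that plate plus 3 SD, cut at about 19% in these data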;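 note: 0% = DMSO alone and 100% = 87 µM carbachol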
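Control set: carbachol 87 µM as high control, DMSO as low control; system: HEK293 stable line with zebrafish TRPN1-YFP; read-out: % activation versus carbachol response; detection: intracellular calcium fluorescence with Fluo-8; doses: single test compound dose, 3 µM nominal, 0.3% DMSO; schedule: dye 1 h 37 °C plus 30 min RT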
Active calls of the source: *; · = no result given; & = joins results of further samples; [ ] = dose if it differs, or a comment. This is a subset; rates above refer to the full screens.

SMILES	NPY1 pot ag	CHOP inhibitor	TRPML3 ag	14-3-3 Bad PPI	NPY Y1 blocker	PPC-1+TRAIL kill	EP2 mod	PGE2 EP2 inh	TRPN1 ag
O=C(Nc1cccc(Br)c1)c1cc2ccccc2o1	-28	48	-1.2	1	2	15	-47	10	-2.2
CC(C)CC(=O)c1c[nH]c(C(=O)NCc2cccnc2)c1	4	-7	0.4	-1	1	18	-10	2	-0.1
CC1(C)N=C(SCC(=O)Nc2ccc(Cl)cc2)C(c2ccccc2)=N1	-18	78*	0.5	-1	-4	48	-11	11	-0.3
COc1ccc(OC)c(NC2=NC3(CCCC3)N=C(N)N2)c1	-24	9	-0.1	11	-1	21	8	8	1.3
C=C(C)CSc1nnc2n(Cc3ccccc3)c(=O)c3c4c(sc3n12)CCC4	11	27	-0.1	0[fluorescence artefact?]	6	9	44	·	-0.6
COc1ccc(N2C(=S)NC3c4cc(Cl)ccc4OC2(C)C3C(=O)N(C)C)cc1 (configuration not stated)	32	21	0.4	4	-6	9	-15	5	-1.0
C=CCn1c(SCC(=O)NCc2ccco2)nc2sc3c(c2c1=O)CCCC3	15	55	0.5	-16[fluorescence artefact?]	2	-25	-6	19	-0.4
Nc1[nH]n2c(=O)cc(-c3ccccc3)nc2c1N=Nc1ccccc1	14	-16	-0.1	-8[fluorescence artefact?]	7	-6	2	10	-2.2
CCC1CCCCN1C(=O)c1cc(COc2ccc3ncccc3c2)on1 (configuration not stated)	-44	42	3.8	7	12	15	-43	7	13
COc1ccc(N(CC(=O)Nc2ccc(F)cc2)S(=O)(=O)c2ccccc2[N+](=O)[O-])c(OC)c1	22	16	0.2	-6	-1	·	-6	2	-1.9
O=C(NN=C1CCCCCC1)c1cccnc1	21	-10	0.7	-6	-4	17	9	5	0.0
CC(C)C(=O)Nc1nnc(-c2ccco2)s1	10	-24	0.5	5	·	7	31	7	1.3
COc1ccc(-c2noc(-c3ccccc3C(=O)NCc3ccco3)n2)cc1	-9	-2	-0.6	-5	7	0	-4	11	2.9
CCC(C)(C)NC(=O)C(OC(=O)c1cc2sccc2n1C)c1ccc(OC)cc1 (configuration not stated)	-7	79*	0.5	-2	0	11	-27	9	0.7
Fc1ccc2nc(C3CCN(Cc4nc(CC5CC5)no4)CC3)[nH]c2c1	12	15	0.8	-7	-1	-3	3	8	0.9
COc1ccccc1OCC(=O)N/N=C1\CCCCc2ccccc21	15	1	0.1	-3	·	19	-6	1	0.8
COc1ccccc1CN(Cc1nc2ccccc2c(=O)[nH]1)C(=O)Nc1ccccc1C	2	-5	-0.1	-2	1	16	24	3	-0.7
Cc1ccc(NC(=O)Cc2c[nH]c3ccccc23)cc1S(=O)(=O)N1CCCCCC1	17	15	0.3	-25	1	5	-28	7	0.5
Cc1ccc(C)c(NC(=S)NCCN(C2CCCCC2)C2CCCC2)c1	-5	21	1.9	-13	10	26	-43	7	0.0
Cc1ccc(-n2c(SCC(N)=O)nnc2-c2ccccn2)cc1C	2	-10	-0.4	-2[fluorescence artefact?]	3	19	20	8	1.3

Already shown: two of the compounds above.
SMILES	NPY1 pot ag	CHOP inhibitor	TRPML3 ag	14-3-3 Bad PPI	NPY Y1 blocker	PPC-1+TRAIL kill	EP2 mod	PGE2 EP2 inh	TRPN1 ag
COc1ccccc1CN(Cc1nc2ccccc2c(=O)[nH]1)C(=O)Nc1ccccc1C	2	-5	-0.1	-2	1	16	24	3	-0.7
Cc1ccc(NC(=O)Cc2c[nH]c3ccccc23)cc1S(=O)(=O)N1CCCCCC1	17	15	0.3	-25	1	5	-28	7	0.5

Continuation.
SMILES	NPY1 pot ag	CHOP inhibitor	TRPML3 ag	14-3-3 Bad PPI	NPY Y1 blocker	PPC-1+TRAIL kill	EP2 mod	PGE2 EP2 inh	TRPN1 ag
NC(=O)N1CCN(C(=O)c2ccco2)CC1	5	-26	0.6	2	7	4	13	12	0.9
CCOC(=O)N1CCN(C(=O)N2CCOCC2)CC1	-19	9	0.0	2	-5	-18	36	16	0.2
COc1ccc(/C=C2\C(=O)N(c3c(Cl)cc(Cl)cc3Cl)N=C2NC(=O)c2cccc([N+](=O)[O-])c2)cc1	-23	15	1.1	2	3	7	-7	5	0.6
Nc1nccc(-c2nn(-c3ccc(Cl)cc3)ccc2=O)n1	1	12	0.1	6	·	-10	1	19	1.0
CC(C)C(c1nnnn1C1CCCC1)N1CCC(C(N)=O)CC1 (configuration not stated)	5	-7	2.1	-9	-1	-7	24	10	1.2
Cc1ccccc1NC(=O)c1ccccc1NC(=O)Cc1cccc2ccccc12	24	29	-0.2	-1[fluorescence artefact?]	3	12	30	6	-1.1
CCn1c(/C=C/c2ccccc2[N+](=O)[O-])nc2ccccc2c1=O	-5	19	1.0	0	-1	-16	-14	6	1.2
Cc1nn(C)cc1C(=O)Nc1cc(Oc2ccc(Cl)cc2)cc([N+](=O)[O-])c1	18	82*	0.8	-1	2	2	-2	5	0.4
COC(=O)c1ccc(NC(=O)C2CCCCC2C(=O)O)cc1 (configuration not stated)	18	-19	0.7	-7	2	17	17	11	1.4
CC1CCCC(NC(=O)COC(=O)c2ccccc2NC(=O)c2ccco2)C1C (configuration not stated)	5	92*	0.3	-5	11	-12	14	13	-1.9
O=C(NCCc1ccc(Cl)cc1)c1ccc2nc[nH]c2c1	-10	-17	1.1	13	0	15	-68	6	0.8
Cc1ccc(C(=O)O)cc1S(=O)(=O)NCC1CCCO1 (configuration not stated)	5	8	0.4	2	-4	-2	21	6	0.9
O=C(N/N=C/c1c(F)c(F)c(F)c(F)c1F)c1ccc(Cn2cc(Br)cn2)o1	6	40	-0.6	8	-2	15	-31	15	1.4
Cc1ccc(C(=O)NCCc2n[nH]c(=S)n2C)cc1	8	7	1.1	-17	-1	14	16	10	-1.1
C/C(=C/C#N)Nc1ccc(C)cc1	-3	14	0.6	-13	-1	5	7	0	0.4
CC(=O)NNC(=O)c1cc2sccc2s1	25	20	0.1	7	·	11	8	13	-1.1
CCCC(O)(c1ccc(Cl)cc1)C(CN1CCOCC1)c1ccccc1 (configuration not stated)	28	90*	-0.4	20	9	20	37	5	-0.6
C=CCOc1ccccc1/C=N/NC(=O)c1ccc(Cl)cc1Cl	-12	45	0.0	-4	0	7	-3	5	0.6
COC(=O)[C@H](CCSC)NC(=O)Nc1ccc(OC)cc1	23	16	1.1	-4[fluorescence artefact?]	3	-26	-1	11	0.0
CC(=O)c1ccc(NC(=O)CSc2nc3nc(C)cc(C)n3n2)cc1	11	16	0.8	4	-3	14	-12	7	2.2
CCOC(=O)c1ccc(NC(=O)c2nc[nH]c2C(=O)NC2CCN(C(=O)OC(C)(C)C)CC2)cc1	·	85*	·	-3	·	9	-17	19	·
CNC(=S)N/N=C/c1c(C(=O)OC)cnn1-c1ccc(F)cc1F	-16	6	1.2	4	·	2	-6	5	2.2
COc1cccc(-c2cc(C(=O)NC3CCCC3)no2)c1	-1	-28	0.7	10	0	27	-48	3	0.4
O=C(NCCc1cnn(-c2ccccc2)c1)c1cc(COc2c(F)cccc2F)on1	3	33	0.2	-8	1	-6	-25	8	0.5
Cc1noc(C)c1S(=O)(=O)N(CCc1ccccc1)Cc1ccccc1	-17	56	1.1	-8	24*	21	45	8	-1.1
c1ccc2c(c1)oc1c(Nc3ccc(CN4CCOCC4)cc3)ncnc12	6	18	1.1	79*	9	5	-59	20	3.1
CCn1c(C)nc2cc(S(=O)(=O)C(F)F)ccc21	5	-12	0.7	4[fluorescence artefact?]	0	-15	2	4	1.1
Cc1cc(C)n(-c2nc(-n3nc(C)cc3C)c3c4c(sc3n2)COC(C)(C)C4)n1	8	31	-0.2	-5	4	13	22	·	0.7
O=c1ccc2ccc(OCc3nnc(-c4ccccc4Br)o3)cc2o1	-31	-27	-0.8	2	6	-1	-43	8	-0.4
CONC(=O)c1cc(OCC(F)(F)F)ccc1OCC(F)(F)F	3	14	-0.5	-2[fluorescence artefact?]	1	18	9	2	0.4
CC1(C)Cc2c(C#N)c(OCC(=O)c3ccc(Cl)cc3)nc(-c3ccco3)c2CO1	-6	14	0.4	-5[fluorescence artefact?]	-2	16	21	11	-0.7
Cc1ccc(S(=O)(=O)N2CCC(C(=O)Nc3ccc4c(c3)OCO4)CC2)cc1	30	8	-0.9	2	-4	-3	-13	4	-2.1
CCOC(=O)NC(=O)/C(C#N)=C(/C)N(C)C	10	-2	0.9	-5	13	5	20	7	0.1
CCOC(=O)c1sc(NC(=O)C(CC)Sc2nnc3c4ccccc4n(CC)c3n2)nc1C (configuration not stated)	-6	14	-1.0	-1	·	0	23	7	-0.7
Cc1ccc(NC(=O)CSc2nnc(-c3ccccn3)n2N)cc1F	16	6	0.3	-1	·	-7	-34	7	0.0
CN(C(=O)COC(=O)c1cc([N+](=O)[O-])ccc1Sc1ccccc1)C1CCS(=O)(=O)C1 (configuration not stated)	10	-8	-1.4	4	2	15	22	7	-1.5
CC(C)CNC(=O)NC(=O)COC(=O)c1cccc(NS(=O)(=O)c2ccc(F)c(F)c2)c1	33	24	-0.5	9	-6	-19	1	0	-1.3
COc1ccccc1-n1c(SCC(=O)OC(C)C)nc2cccnc21	6	3	-0.5	0	·	11	7	7	1.5
Cn1nc(C(C)(C)C)cc1C(=O)NNC(=O)c1ccc(C(F)(F)F)cc1	16	5	4.2	-1	·	4	-4	7	7.8
Cc1c2c(nc3ccccc13)CCC(C(C)(C)C)C2 (configuration not stated)	-28	72*	-1.3	12	15	29	-23	7	-2.9
COc1ccc(CNC(=O)Cn2ncn3cccc3c2=O)cc1	17	-32	0.7	-4	4	7	0	8	-0.4
Cc1cc(/C=N\NC(=O)COc2cccc3cccnc23)c(C)n1-c1ccc(Br)cc1	-12	52	-0.2	-24	2	5	-44	7	-1.4
CSc1cccc(NC(=S)N(CCC(C)C)C(C)c2ccncc2)c1 (configuration not stated)	11	19	-0.4	-3	·	-2	-6	3	0.7
CC(C)Cn1c(N)c(C(=O)COC(=O)c2cccnc2Cl)c(=O)n(C)c1=O	10	9	1.7	-4	2	1	-45	4	2.2
C=C(C)Cn1c(=S)[nH]c2ccccc2c1=O	-6	-2	0.0	3	6	17	10&-5	7&10	2.4
CC(=O)c1ccc(OCCCC(=O)Nc2ccc(C)c(S(=O)(=O)N(C)C)c2)cc1	33	-4	2.9	-10[fluorescence artefact?]	-5	18	-38	9	5.5
O=c1cc(-c2cccc(Br)c2)nc(-c2ccccc2F)o1	-16	-30	0.6	10	3	10	18	11	1.1
Cc1c(C(=O)N2CCCCC2C)sc2ncnc(N3CCc4ccccc4C3)c12 (configuration not stated)	-6	40	2.4	-8	18	-1	-53	7	2.6
Cc1ccc(Cl)cc1N1CCN(C(=O)C2CCN(S(=O)(=O)c3cccnc3)CC2)CC1	-3	44	0.3	-5	-4	5	-8	10	1.8

Compound activity (PubChem)
